SW480 rerep: inducers of DNA re-replication in SW480 colon cancer cells; SW480 DNA re-replication, Hoechst DNA content imaging, 48 h; 340,000 compounds, 1.8% hits; AID 624297; Potency, µM (series often up to 46.1 µM), for inactives: top-dose re-replication activation, hits mostly activators; also: potency is read from the fitted curve at half-maximal effect; % of control where 0% means no effect; nearly all actives have a fitted effect of over 55% in size
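Image-based read-out: total Hoechst fluorescence of nuclei (405 nm excitation, 500-530 nm emission), with hits raising the fraction of high-intensity nuclei. SW480 colon cells incubated 48 hr with compounds at 37 C.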
IL1B secr inh: inhibitors of inflammasome signaling (IL-1 beta secretion) | activity change, % at 57.5 µM | THP-1 LPS/ATP IL-1B secretion, AlphaLISA, 16 h; active compounds read low | 360,000 compounds, 4.7% hits | AID 743279; in the data active = activity change below about -50%; inconclusive = mostly about -30% to -49%; also: % is scaled to controls: 0 for no effect and ±100 for the full control effect
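THP-1 cells pretreated 1 hr with compounds (up to 57.5 uM final), then stimulated with LPS (250 ng/mL final) plus ATP (1.25 mM final); secreted IL-1B measured by AlphaLISA after 16 hr, decreased signal indicating inhibition.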
ATXN2 expr inh: inhibitors of ATXN2 expression; HEK-293 ATXN2-luciferase reporter, luminescence, 24 h; Potency, µM (titrated, usually from 57 µM), without a hit: top-dose activity change, negative = inhibition, most hits filed as inhibitors; 360,000 compounds, 0.72% hits; also: potency is read from the fitted curve at half-maximal effect; % is scaled to controls: 0 for no effect and ±100 for the full control effect; nearly all actives have a fitted effect of over 55% in size
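qHTS (up to 57 uM final) was run with 24 h compound exposure of reporter cells at 37 °C. Each well was multiplexed: SteadyGlo luminescence measured ATXN2-luciferase expression after a fluorogenic Gly-Phe-AFC viability readout (25 uM final).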
KB-3-1 tox: kills parental KB-3-1 adenocarcinoma cells; KB-3-1 viability, CellTiter-Glo ATP luminescence, 72 h; Potency, µM (series often up to 46.1 µM), without a hit: top-dose activity change, negative = cytotoxic, most hits filed as cytotoxic; 400,000 compounds, 1.4% hits; also: potency is read from the fitted curve at half-maximal effect; % is scaled to controls: 0 for no effect and ±100 for the full control effect; nearly all actives have a fitted effect of over 60% in size
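Screening of KB-3-1 cells (DMEM, 10% FBS, phenol-red free) ran from lowest to highest compound concentration; after 72 h at 37 °C viability was read luminescently and curves fitted.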
HT1080NT lethal: kills 2HG-producing HT-1080-NT fibrosarcoma cells | HT-1080-NT fibrosarcoma viability, CellTiter-Glo ATP luminescence, 48 h | Potency, µM (highest dose often 46.1 µM), for the others: at the top dose activity, negative = less viability, hits mostly cytotoxic | 360,000 compounds, 1.6% hits | AID 686970;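 also: NT is the 2HG producing partner of a matched IDH1 knockdown line; potency is read from the fitted curve at half-maximal effect; 0% = DMSO-treated cells and -100% = media-only wells without cells; nearly all actives have a fitted effect of over 55% in size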
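HT-1080-NT; 750 cells/well; 5% FBS RPMI; 48 h compound, 37 degrees C; CellTiter-Glo luminescence; curve fitting and curve-class assignment.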
KB-V1 cytotox: KB-V1 MDR subline cytotoxicity; KB-V1 MDR cells viability, CellTiter-Glo, 72 h; Potency, µM (series often up to 46.1 µM), without a hit: at the highest dose activity change, negative = cytotoxicity, actives largely listed as cytotoxic; 400,000 compounds, 3.4% hits; AID 1347076; also: potency is read from the fitted curve at half-maximal effect; % is scaled to controls: 0 for no effect and ±100 for the full control effect; nearly all actives have a fitted effect of over 60% in size
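KB-V1 cells (P-gp-expressing MDR subline of KB-3-1) in phenol-red-free DMEM with 10% FBS were exposed to library compounds over a concentration series for 72 h at 37 degrees C. Viability read by CellTiter-Glo luminescence; concentration-effect curves fitted after normalization.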
MCF10A rereplic: inducers of DNA re-replication in MCF 10A breast cells; MCF 10A DNA re-replication, Hoechst nuclear intensity, 48 h; Potency, µM (series often up to 46.1 µM), without a hit: at the highest dose activity, positive = re-replication, usual class: activators; 350,000 compounds, 2.9% hits; AID 624296; also: potency is read from the fitted curve at half-maximal effect; % of control where 0% means no effect; nearly all actives have a fitted effect of over 50% in size
ATXN viability: reduces viability in counter-screen for ATXN expression inhibitors | S2 cells (HEK-293 line with an ATXN2-luciferase reporter) viability, CellTiter-Fluor protease fluorescence, 24 h | Potency, µM (top dose mostly 56.7 µM), actives largely listed as cytotoxic | 400,000 compounds, 0.49% hits | AID 651635; also: potency is read from the fitted curve at half-maximal effect; nearly all actives have a fitted effect of over 40% in size
HT1080 IDH1KD tx: kills HT-1080 cells with IDH1 knockdown. 360,000 compounds, 2% hits. Potency, µM (highest dose often 46.1 µM), without a hit: at the highest dose activity, negative = toxicity, most hits filed as cytotoxic. HT-1080 IDH1 knockdown viability, ATP luminescence, 48 h;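 also: potency is read from the fitted curve at half-maximal effect; 0% = DMSO wells and -100% = cell-free medium wells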
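HT-1080-IDH1KD cells (IDH1 knocked down), 750/well in RPMI with 5% FBS, treated with compound 48 h at 37 degrees C. Viability by CellTiter-Glo luminescence, normalised to DMSO and no-cell wells; concentration-response curves classed.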
Numbers without * were called inactive; i = inactive; ? = inconclusive; / = no result given; & = joins results of further samples; [ ] = another dose, or the depositor's remark. Unless noted, calls follow the shape of the dose curve; as a rule, active = well fitted curve in the direction sought with a large enough effect; inconclusive = small, poorly fitted or top-dose-only effect, or another doubt; inactive = no such curve, though single readings can be large; an effect the other way counts as inactive or inconclusive.

Structure	SW480 rerep	IL1B secr inh	ATXN2 expr inh	KB-3-1 tox	HT1080NT lethal	KB-V1 cytotox	MCF10A rereplic	ATXN viability	HT1080 IDH1KD tx
Nc1nc(/C=C/c2ccc(F)cc2)nc(-c2ccccc2O)n1	-4%	20	?	0%	-13%	-25%	8%	?	0%
COc1cccc(CNC(=O)C2CCCN(S(=O)(=O)c3cnc[nH]3)C2)c1 (stereo unspecified)	-1%	-14	4%	-4%	25%	0%	19%	i	1%
COc1ccccc1CCNC(=O)Cn1ccc2cc(S(=O)(=O)N3CCCC3)ccc21	20%	18	-10%	-1%	-1%	-19%	?	i	-1%
Cc1c(CNC2CCCCC2)c(C(=O)O)c(C)n1Cc1c(F)cccc1Cl	/	/	1%	11%	/	?	/	i	/
CCC(=O)OCC(=O)Nc1ncc(C(F)(F)F)cc1Cl	-9%	-6	9%	-17%	-3%	19%	1%	i	20%
Cc1nnc(NC(=O)C2CCCN2C(=O)Nc2ccccc2)s1 (stereo unspecified)	10%	9	-2%	-16%	-6%	-22%	-14%	i	-14%
CC(=O)Nc1ccc(NC(=O)c2ccc3c(c2)N(Cc2cccc(Cl)c2)C(=O)c2ccccc2S3(=O)=O)cc1	/	/	-11%	2%	/	-9%	/	?	/
CC1CCC(=O)N(CCOc2ccccc2)CC1 (stereo unspecified)	0%	-1	30%	13%	15%	0%	11%	i	24%
COC(=O)Cn1c2ccccc2c2nc(=O)cc(C)n21	-1%	7	-24%	6%	11%	-7%	-4%	i	14%
CC(OC(=O)c1ccc2c(=O)n3c(nc2c1)CCCCC3)C(=O)Nc1ccc(Cl)cn1 (stereo unspecified)	-4%	-13	15%	15%	11%	-1%	-9%	i	15%
O=C1CCCN1c1ccc(Br)cc1	-3%	4	-3%	1%	0%	-1%	-6%	i	2%
C/C(=N/NC(=O)CNC(=O)CCc1ccccc1)c1ccc(Cl)c(Cl)c1	-5%	-6	-7%	-2%	-1%	-10%	-4%	i	-8%
COc1cc([N+](=O)[O-])ccc1NC(=O)CN1CCc2cc(OC)c(OC)cc2C1	-1%	-8	-2%	-6%	-15%	0%	-7%	i	-15%
CN(Cc1c(C(=O)N2CCCCCCC2)nc2ccc(Cl)cn12)C1CCOC1 (stereo unspecified)	-1%	15	-8%	7%	0%	-4%	-3%	i	0%
COc1ccccc1CNc1cccc(C)n1	/	20	/	4%	7%	10%	/	i	11%
CSc1nc(N2CCN(Cc3ccc4c(c3)OCO4)CC2)c2ccccc2n1	4%	28	/	?	-5%	0%	?	i	-12%
Cc1cc(NC(=O)COC(=O)c2cc([N+](=O)[O-])ccc2N2CCOCC2)ccc1Br	?	?	-36%	?	?	?	?	?	?
CCOCCCNCc1ccc(OC)cc1	1%	-16	3%	0%	8%	21%	1%	i	21%
Cc1ccc(S(=O)(=O)NCCC(=O)NC(C)CCc2ccccc2)cc1 (stereo unspecified)	-301%[inhibitor]	8	1%	9%	4%	12%	5%	i	-1%
CN(CC(=O)NC(=O)NCc1ccccc1)CC(=O)Nc1ccc(Cl)c(Cl)c1	-4%	-8	-12%	-4%	-26%	?	?	i	?

Whole records, quoted from the list:
CCOCCCNCc1ccc(OC)cc1 reads SW480 rerep: 1%; IL1B secr inh: -16; ATXN2 expr inh: 3%; KB-3-1 tox: 0%; HT1080NT lethal: 8%; KB-V1 cytotox: 21%; MCF10A rereplic: 1%; ATXN viability: i; HT1080 IDH1KD tx: 21%
Cc1c(CNC2CCCCC2)c(C(=O)O)c(C)n1Cc1c(F)cccc1Cl reads SW480 rerep: /; IL1B secr inh: /; ATXN2 expr inh: 1%; KB-3-1 tox: 11%; HT1080NT lethal: /; KB-V1 cytotox: ?; MCF10A rereplic: /; ATXN viability: i; HT1080 IDH1KD tx: /

Further structures follow:
Structure	SW480 rerep	IL1B secr inh	ATXN2 expr inh	KB-3-1 tox	HT1080NT lethal	KB-V1 cytotox	MCF10A rereplic	ATXN viability	HT1080 IDH1KD tx
CCOC(=O)c1[nH]c2ccccc2c1NC(=O)CCN1CCN(C(=O)OCC)CC1	1%[9.22 µM]	-2	-8%	0%	0%	-1%	3%	i	-1%
CCN(CC)CCn1c2c(c(SCC(=O)NCc3ccccc3)nc1=O)CCC2	6%	-19	23%	4%	-3%	-21%	-4%	i	-6%
COC(=O)c1ccc(C23CC4(C2)[C@H](CN(C)[C@@H]4c2ccccc2)C3c2ccccc2)cc1 (stereo partly specified)	-14%	11	-9%	14%	-5%	7%	35%	i	-6%
Cc1c(CCOC(=O)C23CC4CC(CC(C4)C2)C3)sc[n+]1Cc1ccccc1	-1%	-15	-17%	-6%	6%	18%	15%	i	3%
COc1ccc(NC(=O)C(c2cc3c(cc2[N+](=O)[O-])OCO3)N2CCN(C=O)CC2)cc1 (stereo unspecified)	-3%	-13	-14%	-5%	16%	?	-23%	i	16%
Cc1ccc(F)cc1NC(=O)c1ccc(NS(=O)(=O)c2ccc(Br)s2)cc1	?	13	-6%	-14%	-2%	16µM*	?	i	6%
CCN(CC)C(=O)CN1CCC(n2c(C)nc3cc(C(F)(F)F)ccc32)CC1	-11%	10	0%	2%	2%	-20%	4%	i	5%
O=C(CCc1ccccc1)NCCS(=O)(=O)N1CCN(c2ccccc2)CC1	-574%[inhibitor]	27	-10%	-2%	-2%	8%	-8%	i	0%
CCOc1ccc(N(CC(=O)NC2CCCC2)S(=O)(=O)c2ccccc2)cc1	10%	-3	-8%	-1%	0%	-7%	-13%	i	7%
COc1cccc(CN(C)CC(=O)NNC(=O)c2ccc(Cl)cc2)c1	1%	13	-7%	-4%	-4%	?	12%	i	-5%
NC(=O)C1CCN(c2nc(C3CC3)nc3c2nnn3Cc2ccccc2)CC1	-4%	-28	-28%	-14%	?	-8%	-5%	i	-26%
CCC(=O)N(C)C[C@@H]1Oc2ncc(Br)cc2C(=O)N([C@H](C)CO)C[C@H]1C	/	42	-10%	0%	-5%	18%	/	i	2%
CC(=O)c1sc(N/N=C/c2ccc(C(C)C)cc2)nc1C	2%	-1	53%[activator]	?	-12%	-20%	13µM*	/	-13%
CCCCOCCCNC(=O)C[C@@H]1C[C@@]2(C(=O)OC)CCCCC=C2N(Cc2ccc(Cl)cc2Cl)C1=O	/	-59*	?	-15%	?	?	/	/	?
COc1ccccc1OCCC(=O)OCC(=O)Nc1ccc2c(c1)OCCO2	-4%	-8	5%	9%	9%	9%	-33%[inhibitor]	i	3%
CC(CNC(=O)c1ccc(OC2CCN(Cc3ccccn3)CC2)cc1)Oc1cccnc1 (stereo unspecified)	0%	-3	-6%	-2%	3%	?	18%	?	1%
O=C(Nc1ccccc1C(F)(F)F)c1c(F)cccc1Cl	-2%	-24	-7%	0%	-1%	14%	6%	i	-7%
NS(=O)(=O)c1cccc(NC(=O)CSc2nnc(NC3CC3)s2)c1	/	24	/	28%	1%	15%	/	i	-1%
CN(C)C(CNC(=O)c1cccc(S(=O)(=O)Nc2ccc(SC(F)F)cc2)c1)c1ccccc1 (stereo unspecified)	-7%	-11	6%	5%	2%	6%	?	i	3%
Cc1ccc(NC(=S)c2ccc(N(C)C)cc2)cc1	?	-4	37%[activator]	1%	5%	-2%	?	i	8%

Structure	SW480 rerep	IL1B secr inh	ATXN2 expr inh	KB-3-1 tox	HT1080NT lethal	KB-V1 cytotox	MCF10A rereplic	ATXN viability	HT1080 IDH1KD tx
Fc1ccc(C(CCNCc2ccccn2)c2ccc(Cl)cc2)cc1 (stereo unspecified)	4%	-90*	-31%	-20%	18µM*	0%	?	i	21µM*
CCOC(=O)C1=C(CNCCOc2ccc(OC)cc2)NC(=O)NC1c1ccc2c(c1)OCO2 (stereo unspecified)	-3%	4	-15%	10%	-7%	?	2%	i	-4%
Cc1nc(N2CCN(c3ccccn3)CC2)c2c(C)c(C(=O)N3CCN(c4ccc(F)cc4)CC3)sc2n1	1%	-62*	?	-25%	-19%	-20%	?	?	-29%
CN(C)S(=O)(=O)c1ccc(C(=O)OCC(=O)c2ccc3c(c2)NC(=O)CO3)cc1	-3%	5	16%	-10%	6%	4%	-15%	i	9%
CCC1Nc2ncnc(N3CCCCC3)c2N(Cc2ccc(Cl)cc2)C1=O (stereo unspecified)	3%	-6&-3	?	-1%&0%	-15%&-11%	-8%&11%	?	?	-8%&-11%
CCCN1CCc2c(sc(NC(=O)c3ccc(S(=O)(=O)N(C)c4ccccc4)cc3)c2C(=O)NC)C1	?	-60*	-12%	0%	?	?	?	i	?
CCOC(=O)c1cc(S(=O)(=O)Nc2ccc(OC)cc2OC)cn1C	16%	48	/	-17%	-1%	-17%	3%	i	-1%
CC1(C)OC(=O)C2=C(C[C@@H](C3CC3)O[C@@H]2C2CC2)O1	/	12	3%	8%	20%	5%	/	i	5%
O=C(CCC(=O)N(CC(=O)NC1CCCC1)c1cccc(F)c1)Nc1nccs1	2%	22	-1%	12%	2%	11%	8%	i	-11%
COc1ccc(CN(CC2CCC(C(=O)O)CC2)C(=S)Nc2cc(C)ccc2C)cc1 (stereo unspecified)	1%	43	-11%	14%	-21%	12%	-5%	i	-11%
COc1ccc(Cn2ccc3nc(C)c(C(=O)Nc4cc(OC)c(OC)c(OC)c4)cc3c2=O)cc1	/	/	-3%	3%	/	-14%	/	i	/
Cc1ccc2c(c1)N(C(=O)CCC(=O)Nc1ccccc1Cl)CC(C)O2 (stereo unspecified)	-7%	-26	-28%&-6%	-15%&-1%	2%	-4%&9%	-3%	i	-5%
CCN(CC)C(=O)CCc1nnc(CCc2c[nH]c3ccccc23)o1	-6%	-4	-2%	17%	-1%	-6%	2%	i	-6%
CC(C)CN1CCN(Cc2cn(C)c3ccccc23)CC1CCO (stereo unspecified)	1%	13	-13%	-7%	-19%	-14%	?	i	-12%
CCOC(=O)c1c(NC(=O)CN2CCCCC2)sc2c1CCN(C(=O)OCC)C2	17%	-86*	-29%	?	?	-15%	3%	?	?
O=C(CSCC(=O)Nc1cccc([N+](=O)[O-])c1)Nc1ccccc1	-2%	13	15%	8%	5%	-2%	-1%	i	6%
